# KCNH2 WT inh = qHTS for Inhibitors of KCHN2 3.1: Wildtype qHTS. Voltage-gated inwardly rectifying potassium channel KCNH2 (Homo sapiens), Q12809. U2OS, BacMam KCNH2, thallium flux FluxOr; stronger effect = lower value. activity change, % at 1.84 µM. actives 0.37% (n = 340,000);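 active means maximum activity change below -70%; inconclusive means maximum activity change between -70% and -50%; inactive means maximum activity change above -50%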; further: on the % scale 0 is the no-effect control and ±100 the full control effect
#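 U2OS cells were transduced with wild-type KCNH2 virus (2.03 x 10^8 / mL) for 4 h at room temperature, then cultured overnight at 37 C. Thallium flux was read with FluxOr dye. Rate constants were normalized to DMSO controls.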
# USP2a inh = qHTS Assay for Inhibitors of Ubiquitin-specific Protease USP2a Using CHOP2 as the Reporter. USP2 core, Ub-CHOP2 coupled fluorogenic reporter, 485/531. Ubiquitin carboxyl-terminal hydrolase 2 (Homo sapiens), O75604. AID 463254, 2010. actives 0.01% (n = 330,000). Potency, µM (doses to about 38.3 µM), for the others: top-dose activity change, negative = inhibition, usual class: inhibitors;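 further: potency means the concentration at half of the fitted maximal effect; plate controls were DMSO wells for no effect and full inhibition by NEM control for full effect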
# Target sequence (O75604 whole entry, looked up): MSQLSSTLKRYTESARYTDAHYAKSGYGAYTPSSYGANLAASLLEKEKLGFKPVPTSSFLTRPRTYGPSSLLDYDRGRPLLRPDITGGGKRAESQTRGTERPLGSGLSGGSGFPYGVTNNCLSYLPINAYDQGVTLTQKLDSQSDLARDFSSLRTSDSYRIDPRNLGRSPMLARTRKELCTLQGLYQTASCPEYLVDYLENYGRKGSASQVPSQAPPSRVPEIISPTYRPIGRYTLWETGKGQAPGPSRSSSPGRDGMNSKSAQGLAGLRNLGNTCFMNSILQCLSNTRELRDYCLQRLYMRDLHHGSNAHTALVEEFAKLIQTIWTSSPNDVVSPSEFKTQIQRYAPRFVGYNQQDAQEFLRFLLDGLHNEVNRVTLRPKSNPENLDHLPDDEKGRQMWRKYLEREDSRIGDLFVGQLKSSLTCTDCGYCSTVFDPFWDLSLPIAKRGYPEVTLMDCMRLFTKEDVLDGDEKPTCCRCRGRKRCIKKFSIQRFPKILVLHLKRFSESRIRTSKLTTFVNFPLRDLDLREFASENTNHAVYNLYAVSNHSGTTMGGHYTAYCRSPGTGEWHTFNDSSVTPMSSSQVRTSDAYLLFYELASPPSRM
#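 Cell-free coupled assay: 10nM USP2 core preincubated 30min RT with compound in Tris-HCl pH 8.0/CaCl2/CHAPS buffer, then 25nM Ub-CHOP2 and 25nM reporter substrate; fluorescence (Ex 485/Em 531) read after 60min RT, normalized to NEM inhibition, concentration-response curves fitted.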
# Eya2 inh = qHTS Assay for Inhibitors of the Phosphatase Activity of Eya2; Protein phosphatase EYA2 (Homo sapiens), O00167; recombinant Eya2, OMFP fluorescence dephosphorylation (OMFP is methylfluorescein phosphate); Potency, µM (top dose mostly 76.9 µM), for inactives: at the top dose activity, negative = inhibition, hits mostly inhibitors; actives 0.006% (n = 330,000); further: potency means the concentration at half of the fitted maximal effect; on the % scale 0 is the no-effect control and ±100 the full control effect
#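 Eya2 protein (added as 0.2 uM solution) was preincubated with compound for 10 min at ambient temperature in 50 mM HEPES pH 7.5, 50 mM NaCl, 5 uM MgCl2, 0.05% BSA, 1 mM DTT. OMFP (added at 50 uM) then reacted 10 min; fluorescence read at 485/525 nm.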
# Menin MLL FP TR = qHTS Assay for Inhibitors Targeting the Menin-MLL Interaction in MLL Related Leukemias: Competition With Texas Red Labeled MLL-derived Mutant Peptide; O00255; Potency, µM (titrated, usually from 61.6 µM), without a hit: top-dose FP activity change, negative = inhibition, most hits filed as inhibitors; Menin + Texas Red MLL mutant peptide, fluorescence polarization; actives 0.23% (n = 270,000); active means well fitted inhibition curve with a large enough effect in the polarisation, with a control signal flat, not every such curve was filed as active; inconclusive means small, poorly fitted or top-dose-only effect, or effect the other way, or a change in a side signal; inactive means no such curve, though single readings can be large or run the other way; the % refers to the polarisation; further: potency means the concentration at half of the fitted maximal effect; % of control where 0% means no effect; many of its hits are not listed in these tables
# GALK inhibitor = qHTS Assay for Inhibitors of Human Galactokinase (GALK); P51570; Purified GALK, Kinase-Glo residual ATP luminescence; Potency, µM (doses to about 57.5 µM), without a hit: top-dose activity change, negative = inhibition, actives largely listed as inhibitors; actives 0.007% (n = 270,000); AID 1868, 2009; further: potency means the concentration at half of the fitted maximal effect; on the % scale 0 is the no-effect control and ±100 the full control effect
# Target sequence (P51570 whole entry, looked up): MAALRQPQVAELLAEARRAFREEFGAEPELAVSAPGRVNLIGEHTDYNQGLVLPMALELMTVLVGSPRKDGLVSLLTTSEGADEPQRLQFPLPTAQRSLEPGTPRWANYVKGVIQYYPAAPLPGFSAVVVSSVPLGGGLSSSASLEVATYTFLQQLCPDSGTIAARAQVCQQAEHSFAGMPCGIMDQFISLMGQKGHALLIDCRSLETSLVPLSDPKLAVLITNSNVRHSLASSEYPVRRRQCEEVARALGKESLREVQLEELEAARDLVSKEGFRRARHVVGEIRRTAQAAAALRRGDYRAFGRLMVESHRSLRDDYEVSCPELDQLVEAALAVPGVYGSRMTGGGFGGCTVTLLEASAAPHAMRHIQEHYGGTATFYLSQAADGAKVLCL
#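 GALK at 5 nM final was combined with compound, 35 uM ATP and 100 uM galactose in HEPES pH8.0 with MgCl2 and DTT. The reaction ran one hour at room temperature before luminescent ATP detection.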
# BCR signal inh = qHTS Assay to Find Inhibitors of Chronic Active B-Cell Receptor Signaling; ABC-DLBCL IkBa-CBG/CBR reporter, luminescence ratio, 4 h; Potency, µM (doses to about 46.1 µM), without a hit: top-dose ratio change, negative = lower green/red ratio, hits mostly inhibitors; actives 0.05% (n = 340,000); active means well fitted inhibition curve with a large enough effect in the signal ratio, with a control signal flat, not every such curve was filed as active; inconclusive means small, poorly fitted or top-dose-only effect, or effect the other way, or a change in a side signal; the % refers to the signal ratio;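 further: potency means the concentration at half of the fitted maximal effect; plate controls were basal doxycycline-induced cells for no effect and cells given 10 µM MG132 for full effect; MG132 reads +100%, hits lower the ratio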
#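 TMD8 human ABC-DLBCL cells with doxycycline-inducible IκBα–green luciferase fusion and unfused red luciferase, in 0.5% FBS medium; compounds up to 46 uM, 4 h at 37C. Green/red luminescence ratio, filter-overlap corrected, fitted to concentration-response curves.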
# PKM2 act = qHTS Assay for Activators of Human Muscle isoform 2 Pyruvate Kinase | actives 0.34% (n = 260,000) | purified PKM2, Kinase-Glo ATP luminescence, activation; response scale: 0% is enzyme alone, no compound | Potency, µM (titrated, usually from 57.5 µM), for inactives: at the highest dose activation, most hits filed as activators | Pyruvate kinase PKM (Homo sapiens), P14618; further: potency means the concentration at half of the fitted maximal effect; on the % scale 0 is the no-effect control and ±100 the full control effect; nearly all actives have a fitted effect of over 55% in size
#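 ATP formation by purified human PK-M2, quantified via coupled luciferase luminescence after 1 h at room temperature with 0.1 mM ADP and 0.5 mM PEP final.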
# MBNL1 CUG block = qHTS Assay for Inhibitors of MBNL1-poly(CUG) RNA binding. Muscleblind-like protein 1 (Homo sapiens), Q9NR56. TR-FRET MBNL1-His/biotin-(CUG)12 binding, 665/545 ratio. Potency, µM (highest dose often 57.5 µM), inactives show at the highest dose activity change, negative = inhibition, hits mostly inhibitors. actives 0.036% (n = 280,000). AID 2675, 2010; active means well fitted inhibition curve with a large enough effect in the signal ratio, with a control signal flat, not every such curve was filed as active; inconclusive means small, poorly fitted or top-dose-only effect, or effect the other way, or a change in a side signal; inactive means no such curve, though single readings can be large or run the other way; the % refers to the signal ratio; further: potency means the concentration at half of the fitted maximal effect; on the % scale 0 is the no-effect control and ±100 the full control effect
#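 Ratiometric TR-FRET (665 over 545 nm, excitation 340 nm) tracks disruption of MBNL1-His/biotin-(CUG)12 complex after 60 min at room temperature, with compounds at 92 nM to 58 uM final.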
# S-ASM inh = Inhibitors of Secretory Acid Sphingomyelinase (S-ASM): qHTS; placental ASM, HMU-PC fluorogenic substrate, 60 min; Potency, µM (doses to about 57.5 µM), for the others: at the top dose activity change, negative = inhibition, actives largely listed as inhibitors; actives 0.006% (n = 340,000); AID 504937, 2011; further: potency means the concentration at half of the fitted maximal effect
#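 Human placenta-derived ASM enzyme was preincubated with compound for 10 minutes at room temperature, then given fluorogenic substrate HMU-PC0 (9 uM final) for 60 minutes at 37 °C; a pH 10 stop preceded fluorescence reading at Ex 386/Em 447 nm.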
# Mito fusion yeast = qHTS Assay for Small Molecule Inhibitors of Mitochondrial Division or Activators of Mitochondrial Fusion. S. cerevisiae fusion-defective mutant growth rescue, CellTiterGlo 48 h. AID 485298, 2010. Potency, µM (top dose mostly 46.1 µM), for inactives: top-dose growth rescue (activation), actives largely listed as activators. actives 0.23% (n = 320,000);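 further: potency means the concentration at half of the fitted maximal effect; % of control where 0% means no effect; nearly all actives have a fitted effect of over 45% in size; temperature-sensitive fusion mutants such as fzo1-1 at 37 °C on non-fermentable ethanol glycerol medium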
#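 Yeast fusion mutant, YPEG (non-fermentable carbon), compound, 48 h at 37C non-permissive; CellTiterGlo added, 10 min RT, luminescence read. Rescued growth = division inhibition.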
# TSHR antagonist = Antagonists of the Thyroid Stimulating Hormone Receptor: HTS campaign. Thyrotropin receptor (Homo sapiens), P16473. TSHR-expressing cells, TSH-stimulated cAMP HTRF, 2 h; stronger effect = lower value. activity change, negative = inhibition, % at 11.5 µM. actives 0.2% (n = 330,000);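 active means activity change below a set negative limit, meaning inhibition stronger than a set level, cut at about -70% in these data; inconclusive means activity change between two set negative limits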; further: on the % scale 0 is the no-effect control and ±100 the full control effect
#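 TSHR-expressing cells were treated with compounds, then stimulated with TSH at EC80 (4nM final) for 2 hours at 37 deg C. Cellular cAMP was measured by HTRF competition between lysate cAMP and cAMP-d2 for a cryptate-labelled anti-cAMP antibody.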
# * = called active by the depositor; ? = inconclusive; . = not tested or not shown; & = joins results of further samples. Unless noted, the call rests on the fitted dose curve; in most records, active means well fitted curve in the direction sought with a large enough effect; inconclusive means small, poorly fitted or top-dose-only effect, or another doubt; inactive means no such curve, though single readings can be large; an effect the other way counts as inactive or inconclusive. The list is partial. The share of hits here may be higher or lower than overall.
SMILES,KCNH2 WT inh,USP2a inh,Eya2 inh,Menin MLL FP TR,GALK inhibitor,BCR signal inh,PKM2 act,MBNL1 CUG block,S-ASM inh,Mito fusion yeast,TSHR antagonist
C=CCOc1ccc(C2/C(=C(/O)c3ccc4c(c3)CC(C)O4)C(=O)C(=O)N2CCCN2CCOCC2)cc1 (stereo not drawn),-11,1%,4%,0%,-6%,0%,2%,21%,.,-2%,-8
COC(=O)Cn1c(=NC(=O)CSCC(=O)Nc2cc(C)on2)sc2cc(C(=O)OC)ccc21,0,-1%,4%,-1%,0%,-1%,-3%,9%,0%,1%,-2
CCn1c(=O)c2ccccc2n2c(SCC(N)=O)nnc12,8,0%,-2%,-13%,5%,-1%,-1%,-8%,-2%,3%,0
NC(=O)/C(N=Nc1ccccc1)=N/Nc1ccccc1,0,1%,-5%,.,.,?,.,.,1%,-1%,-1
COc1cc(C(CC(=O)Nc2cc(C)ccn2)N2Cc3ccccc3C2=O)cc(OC)c1OC (stereo not drawn),2,1%,-2%,-19%,5%,0%,.,-2%,-3%,-1%,9
COc1ccc(NC(=S)NNC(=O)CNc2ccc(Cl)cc2)cc1,0,0%,1%,?,12%,-4%,-2%,-1%,-11%,-6%,33
CCn1nc(C(=O)Nc2nc3ccccc3[nH]2)c2ccccc2c1=O,-2,0%,-3%,0%,0%,?,0%,3%,0%,23%,2
CN(Cc1ccccc1)C(=O)COC(=O)c1ccc2ccccc2n1,4,-1%,14%,-17%,1%,-3%,-2%,?,0%,2%,5
CC(=O)Oc1ccc(-c2cccc(C(=O)NCCO)c2)cc1,-15,4%,-1%,7%,9%,?,.,-5%,-1%,12%,-7
COC(=O)CSc1ncc(C#N)c(N)n1,1,-1%,17%,-9%,-6%,1%,1%,10%,-1%,1%,-14
Oc1[nH]c2ccc(Br)cc2c1N=NC(=S)Nc1ccc(F)cc1,-8,-1%,-9%,.,.,?,-1%,-8%,-19%,4%,-5
c1ccc(-c2ccccc2OCCN2CCOCC2)cc1,3,0%,8%,-14%,6%,0%,0%,-7%,9%,3%,-2
COc1ccc(C(=O)N2CCCc3ccccc32)cc1,-14,-1%,6%,8%,-2%,-10%,4%,1%,1%,-3%,-5
COc1cc(OC)cc(-c2c(-c3cccs3)c3cc(-c4ccc(OC)cc4F)ccc3n2C)c1,.,2%,9%,.,.,5%,.,.,42%,-11%,21
CCC(c1nnnn1C(C)C)N1CCN(C2CCCC2)CC1 (stereo not drawn),-4,1%,3%,-8%,3%,6%,-3%,4%,-1%,-4%,5
CCOc1ccc(C2C(C(=O)Nc3cc(C)on3)c3ccccc3C(=O)N2CCN2CCOCC2)cc1 (stereo not drawn),-2,8%,-1%,2%,1%,?,.,-2%,0%,1%,-1
CCc1nnc(NC(=O)c2nc(Cl)ccc2Cl)s1,16,0%,-10%,.,-6%,9%,.,0%,10%,-2%,3
CCC1(c2ccccc2)NC(=O)N(CC(=O)Nc2ccc(S(=O)(=O)NC3=NCCCCC3)cc2)C1=O (stereo not drawn),6,-1%,7%,.,.,1%,.,.,4%,-4%,-2
CC(CP(=O)(O)O)NC(=O)Cc1ccccc1 (stereo not drawn),3,3%,-23%,-8%,-1%,0%,-6%,-1%,0%,-2%,13
O=C(c1ccco1)n1nc(-c2ccco2)nc1SCc1ccccc1,-12,2%,8%,5%,-2%,?,4%,-5%,-4%,-1%,7
O=C(O)c1cc(C(=O)O)c(-c2ccccc2)c(C(=O)O)c1,-3,7%,11%,1%,2%,-2%,-6%,-16%,2%,-1%,-1
CCc1nc(N2CCC(C)CC2)c2oc3ccccc3c2n1,3,-7%,0%,?,3%,4%,-7%,8%,-8%,?,5
CCN1CCN(C(CNS(=O)(=O)c2ccc(Cl)cc2)c2ccccc2)CC1 (stereo not drawn),9,-1%,6%,-19%,2%,-3%,.,1%,0%,-12%,-3
COC(=O)C1=C(C)N(Cc2ccccc2)C(=NCc2cc(OC)c(OC)c(OC)c2)N[C@H]1CCc1ccccc1,-2,2%&1%,-15%&6%,6%,.,?,2%,11%,11%,-1%,-1&15
CN1C(=O)/C(=C/c2ccco2)SC1=Nc1cccc(C(=O)O)c1,-2,1%,1%,3%,6%,?,4%,?,2%,7%,-12
SMILES,KCNH2 WT inh,USP2a inh,Eya2 inh,Menin MLL FP TR,GALK inhibitor,BCR signal inh,PKM2 act,MBNL1 CUG block,S-ASM inh,Mito fusion yeast,TSHR antagonist
COc1ccc(-n2c(-c3ccc(Br)cc3)c[n+]3c2CCC3)cc1,6,1%,1%,-3%,-1%,8%,-2%,-7%,-3%,6%,6
Cc1ccc(-c2cc(C(=O)NCCCN3CCOCC3)c3ccccc3n2)cc1,-8,-1%,1%,.,.,2%,.,.,4%,-5%,6
O=C(/C=C/c1ccco1)N1CCc2ccccc21,3,3%,5%,8%,-2%,?,-44%,11%,-3%,1%,-4
O=C1c2ccc(-c3ccc(F)cc3OCc3ccccc3)cc2S(=O)(=O)c2cccc(C(=O)N3CCCC3)c21,3,-2%,0%,.,.,?,.,.,-7%,5%,7
N#CC1=C(N)OC(c2ccccc2)=C(C#N)C1c1ccc2c(c1)OCO2 (stereo not drawn),2,1%,13%,19%,-4%,3%,12%,-1%,-4%,-2%,-4
NC(=O)c1ccc(-n2nnnc2SCC(=O)Nc2ccccc2F)cc1,-1,3%,6%,?,-2%,-2%,.,-1%,4%,8%,-5
O=C(Nc1ccc(C(=O)N2CCCCC2)cc1)C1CCCCC1,-1,0%,1%,-9%,0%,-6%,-5%,4%,3%,-6%,-1
O=c1[nH]c(CNCc2cccnc2)nc2ccccc12,5,0%,5%,-1%,2%,2%,-6%,-15%,-2%,1%,4
COc1ccccc1N=Cc1c(O)c2ccccc2oc1=O,5,-3%,-9%,?,1%,?,0%,?,80%,2%,9
OCC1CCCCN1CC(O)COC(c1ccc(F)cc1)c1ccc(F)cc1 (stereo not drawn),25,4%,-2%,?,3%,?,.,-3%,5%,-22%,1
COc1ccc(OCC(=O)Nc2c(C(=O)N(CCN(C)C)Cc3ccco3)oc3ccccc23)cc1,?,3%,-3%,-15%,9%,?,.,0%,-5%,-22%,3
Cc1cc(OCC(=O)NNC(=O)c2ccncc2)cc(C)c1Cl,-2,-1%,-5%,.,-8%,-10%,.,-3%,3%,0%,37
O=C(/C=N/O)NCCCN1CCOCC1,-1,8%,-2%,5%,0%,3%,-3%,-16%,8%,-11%,15
O=C(CS(=O)(=O)c1cn(CC(=O)N2CCOCC2)c2ccccc12)Nc1ccccc1F,-8,2%,2%,.,-4%,?,1%,-4%,1%,0%,38
CCOc1cc(S(=O)(=O)n2nc(C)cc2C)ccc1F,9,2%,12%,0%,0%,1%,19%,1%,1%,8%,6
CCN(C(=O)CN1C(=O)S/C(=C\c2ccc(Cl)cc2)C1=O)C1CCS(=O)(=O)C1 (stereo not drawn),0,2%,4%,13%,12%,-28%,0%,19%,-8%,14%,21
S=c1[nH]nc(-c2ccncc2)n1/N=C/c1cn(-c2ccccc2)nc1-c1ccccc1,-2,2%,9%,.,-5%,-3%,0%,-2%,-5%,7%,15

# High-throughput results (PubChem)
